Screening data: PubChem, The Scripps Research Institute Molecular Screening Center
LYPLA1 inh: LYPLA1 inhibitors, primary screen, counter-screen for PME1 inhibitor project, biochemical, fluorescence polarization, FP-Rh probe ABPP; Acyl-protein thioesterase 1 (Homo sapiens), O75608; recombinant LYPLA1; inhibition, % at 5.9 µM; 320,000 compounds, 0.16% hits;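 active = inhibition above the mean of all tested compounds plus 3 SD, set per campaign, cut at about 14% in these data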;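 also: inhibitors block serine hydrolase probe labeling of LYPLA1 so polarization falls; 0% = enzyme with DMSO and 100% = wells lacking LYPLA1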
GSTO1 inh: inhibitors of recombinant GSTO1, primary screen, counter-screen for RBBP9 inhibitor project, biochemical, fluorescence polarization; AID 1974, 2009; 300,000 compounds, 1.1% hits; Glutathione S-transferase omega-1 (Homo sapiens), P78417; activity-based probe fluorescence polarization; inhibition, % at 5.96 µM;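 active = inhibition above the campaign mean inhibition plus 3 SD, cut at about 35% in these data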;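 also: 0% = GSTO1-1 with DMSO and 100% = wells lacking GSTO1-1 enzyme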
PREPL inhibitor: PREPL enzyme inhibitors, primary screen, biochemical, fluorescence polarization; recombinant PREPL, fluorescence polarization activity-based probe; 320,000 compounds, 0.68% hits; AID 2751, 2010; Prolyl endopeptidase-like (Homo sapiens), Q4J6C6; inhibition, % at 5.96 µM; in the data active = inhibition above about 43%;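 also: 0% = enzyme with DMSO and 100% = wells lacking enzyme; many of its hits are not listed in these tables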
PAFAH1B2 inh: PAFAH1B2 enzyme inhibitors, primary screen, biochemical, fluorescence polarization, human. inhibition, % at 3.39 µM. Platelet-activating factor acetylhydrolase IB subunit alpha2 (Homo sapiens), P68402. recombinant PAFAH1B2, FP-rhodamine activity probe. 340,000 compounds, 1.2% hits. AID 492953, 2010;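 active = inhibition above the mean of all tested compounds plus 3 SD, cut at about 24% in these data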;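 also: 0% = enzyme with DMSO and 100% = wells lacking PAFAH1B2; many of its hits are not listed in these tables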
pPAFAH FP inh: pPAFAH enzyme inhibitors, primary screen, biochemical, fluorescence polarization, human; Platelet-activating factor acetylhydrolase (Homo sapiens), Q13093; recombinant pPAFAH, FP-rhodamine probe fluorescence polarization; inhibition, % at 3.39 µM; 330,000 compounds, 1.5% hits; AID 463082, 2010;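 active = inhibition above the mean inhibition across the screen plus 3 SD, cut at about 25% in these data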;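 also: inhibitors block binding of the rhodamine activity-based probe so polarization drops; 0% = enzyme with DMSO and 100% = wells lacking pPAFAH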
LYPLA2 counter: LYPLA2 inhibitors, primary screen, counter-screen for PME1 inhibitor project, biochemical, fluorescence polarization, FP-Rh probe ABPP. Acyl-protein thioesterase 2 (Homo sapiens), O95372. recombinant LYPLA2. 320,000 compounds, 0.38% hits. inhibition, % at 5.9 µM. AID 2177, 2009;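 active = inhibition above the screen-wide mean plus 3 SD, limit set per campaign, cut at about 26% in these data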;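 also: 0% = LYPLA2 with DMSO and 100% = wells lacking LYPLA2 enzyme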
PAD4 inh: human PAD4 inhibitors, primary screen, biochemical, fluorescence polarization, 1536-well format | AID 485272, 2010 | 330,000 compounds, 0.41% hits | inhibition, % at 6.36 µM | recombinant PAD4, RCA probe fluorescence polarization | Protein-arginine deiminase type-4 (Homo sapiens), Q9UM07;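 active = percent inhibition above a cutoff equal to the mean of all tested compounds plus 3 SD, cut at about 15% in these data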;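 also: 0% = PAD4 with RCA probe and DMSO and 100% = probe without PAD4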
Target sequence (Q9UM07 whole entry, looked up): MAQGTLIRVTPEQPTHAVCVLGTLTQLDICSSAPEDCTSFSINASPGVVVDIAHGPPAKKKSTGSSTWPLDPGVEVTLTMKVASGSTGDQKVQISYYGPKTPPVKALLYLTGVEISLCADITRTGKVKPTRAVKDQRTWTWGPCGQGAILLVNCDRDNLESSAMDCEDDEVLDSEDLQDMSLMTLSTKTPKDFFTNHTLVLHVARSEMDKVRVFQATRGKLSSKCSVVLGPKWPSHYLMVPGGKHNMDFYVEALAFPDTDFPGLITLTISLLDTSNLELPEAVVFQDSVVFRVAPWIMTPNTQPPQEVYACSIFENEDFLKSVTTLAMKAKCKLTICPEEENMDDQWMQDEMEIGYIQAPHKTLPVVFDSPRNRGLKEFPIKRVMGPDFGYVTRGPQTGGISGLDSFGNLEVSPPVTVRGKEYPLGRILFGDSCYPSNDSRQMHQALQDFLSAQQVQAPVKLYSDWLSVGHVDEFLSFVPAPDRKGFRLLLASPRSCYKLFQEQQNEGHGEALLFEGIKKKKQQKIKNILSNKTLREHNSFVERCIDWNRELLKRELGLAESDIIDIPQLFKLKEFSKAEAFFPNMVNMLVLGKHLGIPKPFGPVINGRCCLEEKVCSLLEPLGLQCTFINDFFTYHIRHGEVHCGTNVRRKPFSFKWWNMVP
PME-1 inh: PME-1 inhibitors via competitive probe labeling, primary screen, biochemical, fluorescence polarization, FP-Rh probe, HTS | inhibition, % at 5.9 µM | Protein phosphatase methylesterase 1 (Homo sapiens), Q9Y570 | 320,000 compounds, 0.53% hits | AID 2130, 2009 | recombinant PME-1;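 active = inhibition above the campaign mean of all compounds plus 3 SD, cut at about 26% in these data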;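 also: competitive labeling of PME-1 active site by serine hydrolase directed probe; 0% = PME-1 with DMSO and 100% = wells lacking PME-1 enzyme; inhibitors block probe labeling so polarization falls and inhibition rises; many of its hits are not listed in these tables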
Target sequence (Q9Y570 whole entry, looked up): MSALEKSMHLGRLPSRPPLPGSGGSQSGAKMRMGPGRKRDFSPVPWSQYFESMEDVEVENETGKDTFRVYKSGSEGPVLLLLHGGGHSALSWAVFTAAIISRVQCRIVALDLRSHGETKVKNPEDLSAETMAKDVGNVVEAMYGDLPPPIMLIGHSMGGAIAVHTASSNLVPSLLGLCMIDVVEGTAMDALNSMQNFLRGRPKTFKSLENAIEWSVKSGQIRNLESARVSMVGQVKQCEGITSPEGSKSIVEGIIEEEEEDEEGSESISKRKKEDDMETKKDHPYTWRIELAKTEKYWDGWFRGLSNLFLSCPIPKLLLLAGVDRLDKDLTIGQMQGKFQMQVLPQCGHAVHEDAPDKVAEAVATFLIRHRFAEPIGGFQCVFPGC
PAFAH1B3 inh: PAFAH1B3 enzyme inhibitors, primary screen, biochemical, fluorescence polarization, human; Platelet-activating factor acetylhydrolase IB subunit alpha1 (Homo sapiens), Q15102; inhibition, % at 3.39 µM; recombinant PAFAH1B3, FP-rhodamine probe; 340,000 compounds, 0.28% hits;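 active = inhibition above the screen-wide average of all tested compounds plus 3 SD, cut at about 25% in these data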;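 also: 0% = enzyme with DMSO only and 100% = wells lacking PAFAH1B3 protein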
An asterisk follows results filed as active. Some of the compounds tested, so the mix of outcomes need not match the whole.

Screening CC(Oc1ccccc1)C(=O)Nc1ccc(S(=O)(=O)N2CCCC2)cc1 (configuration not stated) returned LYPLA1 inh -5.7, GSTO1 inh -6.4, PREPL inhibitor 21.1, PAFAH1B2 inh 5.0, pPAFAH FP inh -2.4, LYPLA2 counter -2.2, PAD4 inh 3.2, PME-1 inh 7.0 and PAFAH1B3 inh -2.0.
Screening Cc1cccc(CCN(CC(=O)NC(C)(C)C)C(=O)c2csnn2)c1 returned LYPLA1 inh -4.2, GSTO1 inh 1.0, PREPL inhibitor 0.0, PAFAH1B2 inh 1.6, pPAFAH FP inh 1.9, LYPLA2 counter -4.8, PAD4 inh 1.9, PME-1 inh 0.6 and PAFAH1B3 inh 19.9.
`CC(C)(C)c1ccc(C(=O)Nc2ccccc2NC(=O)c2ccco2)cc1` gave LYPLA1 inh -3.6, GSTO1 inh -1.3, PREPL inhibitor -8.3, PAFAH1B2 inh 0.8, pPAFAH FP inh 4.3, LYPLA2 counter -9.1, PAD4 inh -5.5, PME-1 inh 3.7 and PAFAH1B3 inh -0.9.
O=C1CC/C=C\C[C@@H](CC(=O)N(CCO)Cc2ccccc2)C(=O)NCCO1 was read as PREPL inhibitor 10.4, PAFAH1B2 inh 0.7, pPAFAH FP inh 0.6, PAD4 inh -1.4 and PAFAH1B3 inh 2.7.
`O=C1c2nc3cc(-c4ccccc4)[nH]n3c(=O)c2CN1Cc1ccccc1` gave LYPLA1 inh -0.2, GSTO1 inh 5.5, PREPL inhibitor -9.0, pPAFAH FP inh 6.6, LYPLA2 counter -2.2, PAD4 inh -1.1 and PME-1 inh -4.0.
O=c1c2c3c(sc2nc(NCCO)n1Cc1ccco1)CCCCC3 was read as LYPLA1 inh 3.6, GSTO1 inh -6.1, PREPL inhibitor 4.0, PAFAH1B2 inh 3.1, pPAFAH FP inh 12.9, LYPLA2 counter 3.0, PAD4 inh 1.2, PME-1 inh 7.2 and PAFAH1B3 inh 4.3.
Screening O=C(NCCS(=O)(=O)N1CCN(c2ccccc2)CC1)C1CC(=O)N(c2ccccc2)C1 (configuration not stated) returned LYPLA1 inh -2.6, GSTO1 inh -0.7, PREPL inhibitor -10.2, PAFAH1B2 inh 0.5, pPAFAH FP inh 0.1, LYPLA2 counter 2.8, PAD4 inh -0.8, PME-1 inh 2.1 and PAFAH1B3 inh 8.9.
`c1ccc2c(c1)CCCN2Cc1nnnn1CC1CCCO1` (configuration not stated) gave LYPLA1 inh -0.8, GSTO1 inh -2.2, PREPL inhibitor 15.3, PAFAH1B2 inh 2.5, pPAFAH FP inh 1.2, LYPLA2 counter -0.7, PAD4 inh -0.7, PME-1 inh 2.8 and PAFAH1B3 inh 11.3.
Screening COc1ccc(C)cc1N(CC(=O)NC1CCCC1)C(=O)CCC(=O)Nc1nc(C)cs1 returned LYPLA1 inh 1.2, GSTO1 inh 9.8, PREPL inhibitor 5.0, PAFAH1B2 inh 2.8, pPAFAH FP inh 7.3, LYPLA2 counter 7.3, PAD4 inh -2.3, PME-1 inh 4.6 and PAFAH1B3 inh -9.4.
`COc1ccc(C2CC3(CC(C)(C)NC(=S)N3)Oc3cc(O)cc(C)c32)cc1` (configuration not stated) gave LYPLA1 inh -3.6, GSTO1 inh -5.2, PREPL inhibitor 10.3, PAFAH1B2 inh 1.7, pPAFAH FP inh 2.4, LYPLA2 counter 5.9, PAD4 inh -2.7, PME-1 inh 3.5 and PAFAH1B3 inh 6.2.
For Cc1nn(Cc2c(Cl)cccc2Cl)c(C)c1NC(=O)/C=C/c1cnn(C)c1C the results were LYPLA1 inh 4.2, GSTO1 inh -2.0, PREPL inhibitor 6.6, PAFAH1B2 inh -2.3, pPAFAH FP inh 7.4, LYPLA2 counter 6.2, PAD4 inh -2.5, PME-1 inh 5.5 and PAFAH1B3 inh -3.0.
`CCN1CNC(=S)N(C(C)c2ccccc2)C1` (configuration not stated) gave LYPLA1 inh -2.9, GSTO1 inh -5.5, PREPL inhibitor -3.0, PAFAH1B2 inh -2.4, pPAFAH FP inh 4.0, LYPLA2 counter 1.9, PAD4 inh -0.6, PME-1 inh -8.2 and PAFAH1B3 inh -2.4.
`Cc1cc2oc(=O)cc(CN3CCN(Cc4ccccc4)CC3)c2cc1O` gave LYPLA1 inh 1.0, GSTO1 inh 1.2, PREPL inhibitor 10.5, PAFAH1B2 inh 12.1, pPAFAH FP inh -1.7, LYPLA2 counter 3.1, PAD4 inh -0.9, PME-1 inh 3.8 and PAFAH1B3 inh 4.6.
Screening COc1ccc(C(C(=O)NC(C)(C)C)N(C(=O)CCC(=O)Nc2cc(C)on2)c2ccccc2F)cc1 (configuration not stated) returned LYPLA1 inh 14.7*, GSTO1 inh 3.2, PREPL inhibitor 7.4, PAFAH1B2 inh -1.8, pPAFAH FP inh 2.1, LYPLA2 counter 1.5, PAD4 inh 1.7, PME-1 inh 1.9 and PAFAH1B3 inh 12.2.
`COc1ccc(OCCCN(C)Cc2ccccc2)cc1` gave LYPLA1 inh 3.2, GSTO1 inh -2.0, PREPL inhibitor -9.8, PAFAH1B2 inh -6.3, pPAFAH FP inh 3.6, LYPLA2 counter 2.6, PAD4 inh -2.1, PME-1 inh -7.8 and PAFAH1B3 inh 12.4.
`Cc1ccc(N(C(=O)CCC(=O)Nc2cc(C)on2)C(C(=O)NC2CCCC2)c2ccncc2)cc1` (configuration not stated) gave LYPLA1 inh 2.8, GSTO1 inh 10.5, PREPL inhibitor 4.1, PAFAH1B2 inh 2.1, pPAFAH FP inh 2.1, LYPLA2 counter -1.0, PAD4 inh -1.8, PME-1 inh 0.9 and PAFAH1B3 inh 4.3.
Screening CCOc1cccc(-c2c(C(=O)N/N=C/c3ccncc3)nnn2-c2nonc2N)c1 returned LYPLA1 inh -4.2, GSTO1 inh 3.6, PREPL inhibitor 5.6, PAFAH1B2 inh 6.8, pPAFAH FP inh -6.9, LYPLA2 counter -9.7, PAD4 inh 1.8, PME-1 inh -3.4 and PAFAH1B3 inh -0.1.
`CCOc1ccc(N2CC(C(=O)NNC(=O)c3ccc(Br)cc3)CC2=O)cc1` (configuration not stated) gave LYPLA1 inh 1.0, GSTO1 inh -7.7, PREPL inhibitor 12.8, PAFAH1B2 inh 8.6, pPAFAH FP inh 3.8, LYPLA2 counter 12.6, PAD4 inh 1.1, PME-1 inh 3.4 and PAFAH1B3 inh 2.8.
COc1ccccc1CNC(=O)c1ccccc1NC(=O)C1=C(C)OCCS1 was read as LYPLA1 inh -2.3, GSTO1 inh 7.5, PREPL inhibitor 2.7, PAFAH1B2 inh 6.5, pPAFAH FP inh 3.2, LYPLA2 counter -0.6, PAD4 inh -3.8, PME-1 inh -3.7 and PAFAH1B3 inh 3.1.
CCCCCn1nc(C(=O)N(CC)c2c(N)n(CCCC)c(=O)[nH]c2=O)c2ccccc2c1=O was read as PREPL inhibitor 16.2, PAFAH1B2 inh 6.4, pPAFAH FP inh 18.1, PAD4 inh -0.6 and PAFAH1B3 inh 8.1.
`CN=C1S/C(=C\c2ccc(N3CCOCC3)cc2C)C(=O)N1C` gave LYPLA1 inh 0.3, GSTO1 inh -0.8, PREPL inhibitor 11.3, PAFAH1B2 inh -2.1, pPAFAH FP inh 2.8, LYPLA2 counter 4.8, PAD4 inh -2.0, PME-1 inh -1.2 and PAFAH1B3 inh 8.5.
`CCOC(=O)C1CCN(C(=O)Cn2cc(C#N)c3ccccc32)CC1` gave LYPLA1 inh 0.9, GSTO1 inh -3.9, PREPL inhibitor -7.0, PAFAH1B2 inh 2.8, pPAFAH FP inh 3.7, LYPLA2 counter 4.8, PAD4 inh -1.8, PME-1 inh 0.4 and PAFAH1B3 inh 5.3.
COC(=O)CSc1nc(NC(C)C)nc(N(C)C)n1 was read as LYPLA1 inh -1.6, GSTO1 inh 1.9, PREPL inhibitor 9.5, PAFAH1B2 inh 2.5, pPAFAH FP inh 1.6, LYPLA2 counter 2.5, PAD4 inh -1.3, PME-1 inh -10.6 and PAFAH1B3 inh 2.9.
Screening COCCN(C(=O)C1=COCCO1)c1c(N)n(Cc2ccccc2)c(=O)[nH]c1=O returned LYPLA1 inh -2.8, GSTO1 inh -0.7, PREPL inhibitor 2.5, PAFAH1B2 inh -2.0, pPAFAH FP inh -0.5, LYPLA2 counter -3.8, PAD4 inh 0.6, PME-1 inh 5.4 and PAFAH1B3 inh -3.8.
Screening CCn1c(SCC(=O)c2ccc(OC)cc2)nnc1C1CC1 returned LYPLA1 inh -2.4, GSTO1 inh -0.7, PREPL inhibitor -0.7, PAFAH1B2 inh -1.4, pPAFAH FP inh -1.4, LYPLA2 counter -2.6, PAD4 inh 1.8, PME-1 inh -6.2 and PAFAH1B3 inh 5.0.
For CCC(C)n1c(=S)[nH]c2c(sc3ccc([N+](=O)[O-])cc32)c1=O (configuration not stated) the results were LYPLA1 inh -4.2, GSTO1 inh 7.8, PREPL inhibitor -0.6, PAFAH1B2 inh 2.8, pPAFAH FP inh 4.8, LYPLA2 counter -6.0, PAD4 inh -0.4, PME-1 inh 0.1 and PAFAH1B3 inh 10.2.
Screening Cc1cc2c(ccc3[nH]onc32)n1 returned LYPLA1 inh -2.4, GSTO1 inh -4.4, PREPL inhibitor 5.9, PAFAH1B2 inh 0.5, pPAFAH FP inh -2.9, LYPLA2 counter -1.5, PAD4 inh 1.7, PME-1 inh -7.2 and PAFAH1B3 inh 3.8.
CCCn1c(SCC(=O)NCc2ccc(OC)cc2)n[nH]c1=O was read as LYPLA1 inh 1.5, GSTO1 inh 2.8, PREPL inhibitor -8.7, PAFAH1B2 inh -0.6, pPAFAH FP inh 3.2, LYPLA2 counter 3.8, PAD4 inh -2.9, PME-1 inh 0.6 and PAFAH1B3 inh 3.2.
Screening COCCn1c(NCc2ccco2)nc2c1c(=O)[nH]c(=O)n2C returned LYPLA1 inh -3.0, GSTO1 inh 2.6, PREPL inhibitor 11.8, PAFAH1B2 inh 2.4, pPAFAH FP inh -3.6, LYPLA2 counter -2.4, PAD4 inh -5.8, PME-1 inh 2.7 and PAFAH1B3 inh 13.8.
Screening COc1ccc(-c2cc(C(=O)N3CCCCCC3)c3ccccc3n2)c(OC)c1 returned LYPLA1 inh -2.3, GSTO1 inh 5.8, PREPL inhibitor 0.7, PAFAH1B2 inh 2.7, pPAFAH FP inh 8.3, LYPLA2 counter 2.9, PAD4 inh 16.2*, PME-1 inh 8.6 and PAFAH1B3 inh 12.7.
